# Source: PubChem BioAssay (National Center for Advancing Translational Sciences (NCATS))
# ERG Ets-DNA blk: blocks human ERG Ets domain binding to DNA | P11308 | actives 0.028% (n = 370,000) | fluorescence polarization, His-ERG Ets domain / labelled DNA | Potency, µM (doses to about 76.9 µM), inactives show at the top dose FP activity, negative = inhibition, usual class: inhibitors; active = well fitted inhibition curve with a large enough effect in the polarisation, with a control signal flat; inconclusive = small, poorly fitted or top-dose-only effect, or effect the other way, or a change in a side signal; inactive = no such curve, though single readings can be large or run the other way; the % refers to the polarisation;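 note: polarization taken with two DNA probes labelled with fluorescein and Texas red; potency is the fitted concentration of half-maximal effect; % of control where 0% means no effect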
#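 His-tagged ERG Ets domain (1 uM in the protein solution; 300mM KCl, 50mM Tris-HCl, 1mM EDTA, 1mM DTT, pH 7.5) received compound, then a probe mix of 5 nM fluorescein-DNA and 100nM Texas-615-DNA. Fluorescence polarization was read for both dyes.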
# Apoferritin bind: candidate novel general anesthetic via apoferritin binding; P02791; apoferritin/1-aminoanthracene competitive binding, fluorescence; Potency, µM (highest dose often 77.5 µM), without a hit: at the top dose activity change, negative = displacement, actives largely listed as inhibitors; actives 0.074% (n = 350,000); note: potency is the fitted concentration of half-maximal effect; % is set by controls: 0 for no effect and ±100 for the full control effect; nearly all actives have a fitted effect of over 20% in size
#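 Steps: apoferritin (10 uM) was premixed with half-saturated 1-AMA in PBS, compounds were pin-transferred, plates stood 10 min at room temperature, fluorescence was read at 380/535 nm, and curves were fitted with a Hill equation.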
# POLI inh: DNA polymerase iota (human) inhibition | Q9UNA4 | Pol iota fluorescent replication assay, 10 min | Potency, µM (doses to about 115 µM), for the others: top-dose activity, negative = inhibition, most hits filed as inhibitors | actives 1% (n = 390,000); note: potency is the fitted concentration of half-maximal effect
#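 Pol iota at 10 nM preincubated 15 min with compounds at room temperature; reaction started with fluorescent substrate, 50 nM final. Fluorescence read kinetically at 0 and 10 min; buffer-only wells as negative control.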
# ALOX12 inh: blocks human arachidonate 12S-lipoxygenase | purified 12hLO, xylenol orange hydroperoxide absorbance | Potency, µM (series often up to 108 µM), inactives show at the highest dose activity change, negative = inhibition, most hits filed as inhibitors | actives 1.1% (n = 580,000) | AID 1671190; note: potency is the fitted concentration of half-maximal effect; % is set by controls: 0 for no effect and ±100 for the full control effect
#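 Purified human 12hLO (150 nM final) in 25 mM Hepes, 0.01% Triton X-100, pH 7.0 was preincubated 15 min at room temperature with compound. Then 40 uM arachidonic acid was added, 30 min. Hydroperoxide was read by Fe-XO absorbance ratio 573/405 nm.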
# POLB inh: DNA polymerase beta (human) inhibition | Pol beta primer extension/strand displacement, fluorescence kinetic | P06746 | AID 485314 | actives 1.3% (n = 340,000) | Potency, µM (highest dose often 114 µM), inactives show at the top dose activity change, negative = inhibition, usual class: inhibitors; note: potency is the fitted concentration of half-maximal effect; % is set by controls: 0 for no effect and ±100 for the full control effect
#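 Homogeneous kinetic assay of primer extension and strand displacement by 10 nM Pol beta, preincubated 15 min at room temperature with compound before 50 nM substrate (final) was added. Read at 0 and 10 min; four-parameter Hill fit.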
# POLK inh: blocks human DNA polymerase kappa activity. actives 0.53% (n = 400,000). AID 588579. Potency, µM (highest dose often 107 µM), for the others: at the highest dose activity, negative = inhibition, actives largely listed as inhibitors. purified Pol kappa, fluorescent DNA synthesis assay, 10 min; note: potency is the fitted concentration of half-maximal effect; % is set by controls: 0 for no effect and ±100 for the full control effect
#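 Here, compound and 10 nM enzyme are combined for 15 min at room temperature; adding 50 nM substrate (final) starts DNA synthesis, tracked by fluorescence at 0 and 10 min against buffer-only wells.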
# BLM helicase inh: inhibitors of human Bloom syndrome helicase BLM. recombinant BLM DNA unwinding, fluorescence dequenching. Potency, µM (highest dose often 56.1 µM), for the others: at the highest dose activity change, negative = inhibition, most hits filed as inhibitors. actives 0.2% (n = 350,000);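 note: potency is the fitted concentration of half-maximal effect; plate controls were vehicle for no effect and no enzyme for full effect; nearly all actives have a fitted effect of over 35% in size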
# Target sequence (P54132 whole entry, looked up): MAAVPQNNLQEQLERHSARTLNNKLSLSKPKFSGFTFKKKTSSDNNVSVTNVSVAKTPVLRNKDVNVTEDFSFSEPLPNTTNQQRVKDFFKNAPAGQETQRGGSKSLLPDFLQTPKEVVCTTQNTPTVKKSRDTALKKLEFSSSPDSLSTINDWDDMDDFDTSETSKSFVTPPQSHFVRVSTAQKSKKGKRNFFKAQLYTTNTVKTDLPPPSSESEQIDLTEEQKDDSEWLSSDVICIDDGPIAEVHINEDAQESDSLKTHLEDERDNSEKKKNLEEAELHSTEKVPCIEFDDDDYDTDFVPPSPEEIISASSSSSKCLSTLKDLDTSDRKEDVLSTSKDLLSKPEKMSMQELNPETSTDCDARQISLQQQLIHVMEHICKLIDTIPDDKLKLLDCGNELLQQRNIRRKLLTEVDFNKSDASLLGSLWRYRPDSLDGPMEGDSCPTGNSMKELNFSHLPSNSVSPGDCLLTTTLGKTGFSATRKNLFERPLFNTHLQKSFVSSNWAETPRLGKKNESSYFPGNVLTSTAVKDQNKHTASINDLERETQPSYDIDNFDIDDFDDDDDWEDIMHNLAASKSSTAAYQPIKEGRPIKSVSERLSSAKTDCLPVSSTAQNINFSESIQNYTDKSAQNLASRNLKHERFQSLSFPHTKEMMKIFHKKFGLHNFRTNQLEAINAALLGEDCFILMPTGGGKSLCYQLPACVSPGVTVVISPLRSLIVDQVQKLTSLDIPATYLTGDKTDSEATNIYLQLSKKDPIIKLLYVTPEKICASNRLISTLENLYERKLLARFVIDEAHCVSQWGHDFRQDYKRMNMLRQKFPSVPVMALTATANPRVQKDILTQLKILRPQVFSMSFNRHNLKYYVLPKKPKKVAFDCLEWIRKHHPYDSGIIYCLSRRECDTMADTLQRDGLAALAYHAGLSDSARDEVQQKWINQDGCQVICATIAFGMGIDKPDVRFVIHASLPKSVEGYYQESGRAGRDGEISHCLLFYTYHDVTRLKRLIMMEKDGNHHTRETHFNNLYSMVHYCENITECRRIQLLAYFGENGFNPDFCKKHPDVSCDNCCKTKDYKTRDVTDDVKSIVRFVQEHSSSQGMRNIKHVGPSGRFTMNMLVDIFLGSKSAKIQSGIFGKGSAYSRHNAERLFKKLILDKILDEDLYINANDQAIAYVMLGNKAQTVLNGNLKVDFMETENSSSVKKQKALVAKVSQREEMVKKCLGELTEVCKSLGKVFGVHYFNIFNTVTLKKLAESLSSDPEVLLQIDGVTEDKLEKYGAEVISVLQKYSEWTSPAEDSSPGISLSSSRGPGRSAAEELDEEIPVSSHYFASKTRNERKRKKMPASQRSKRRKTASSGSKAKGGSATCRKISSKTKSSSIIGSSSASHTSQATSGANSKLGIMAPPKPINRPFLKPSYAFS
# APEX1 inh: APE1 (human) endonuclease inhibition; Potency, µM (series often up to 65.8 µM), for the others: at the highest dose activity change, negative = inhibition, usual class: inhibitors; P27695; recombinant APE1, TAMRA/BHQ-2 abasic DNA cleavage fluorescence; actives 0.35% (n = 350,000);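 note: potency is the fitted concentration of half-maximal effect; plate controls were vehicle for no effect and reference inhibitor for full effect; nearly all actives have a fitted effect of over 55% in size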
#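 Readout is kinetic fluorescence (ex 525, em 598 nm) from cleavage of 50 nM TAMRA/BHQ-2 THF abasic duplex by 0.75 nM APE1, compound added 15 min beforehand at RT.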
# TRHR ag: activates the human TRH receptor | P34981 | TRHR cells, calcium flux fluo-8, FDSS agonist mode | activation, % at 2 µM | actives 0.18% (n = 360,000) | AID 493084; in the data active = activation above about 30%; note: 0% is about no effect
#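 TRHR-expressing cells, plated overnight in medium with 10% serum, were loaded with fluo-8 calcium dye at room temperature. After a 10 s baseline, library compound was pin-added and calcium release was recorded kinetically (ex 480/em 530) as agonist response.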
# An asterisk follows results filed as active; u = inconclusive; x = not tested or not shown; & = joins results of further samples; [ ] = another dose, or the depositor's remark. Unless noted, calls come from the whole dose curve; as a rule, active = well fitted curve in the direction sought with a large enough effect; inconclusive = small, poorly fitted or top-dose-only effect, or another doubt; inactive = no such curve, though single readings can be large; an effect the other way counts as inactive or inconclusive. Some of the compounds tested; the hit share may differ from the screen's.
TRHR ag,ERG Ets-DNA blk,POLI inh,POLK inh,ALOX12 inh,POLB inh,APEX1 inh,Apoferritin bind,BLM helicase inh,compound
-0.6,-6%,26%,-7%,0%,4%,-2%,3%,0%,CCC(C)NC(=O)CCNS(=O)(=O)c1ccc(Br)cc1 (configuration not stated)
-0.9,-10%,4%,-18%,u,-1%,12%,11%,-10%,Cn1nnc(NC(=S)NC(=O)c2ccco2)n1
0.4,-1%,8%,-1%,u,103%,15%,-6%,0%,Cc1ccc(NC(=O)CCNS(=O)(=O)c2ccc3[nH]c(=O)oc3c2)cc1N(C)C
0.5,-6%,27%,8%,-13%,37%,28%,-8%,-4%,O=C(CCNS(=O)(=O)c1ccc(Br)cc1)NCCc1ccc(Cl)cc1
-3.1,-3%,25%,-2%,0%,-15%,56%[activator],-3%,-14%,NC(=O)c1ccc(-n2nnnc2SCC(=O)Nc2ccccc2)cc1
0.3,17%,20%,14%,-3%,x,-5%,x,x,Cc1ccsc1C(=O)OCC(=O)Nc1cccc(F)c1
-1.1,-8%,-11%,0%,0%,15%,-4%,-6%,-3%,CC(Oc1ccc(Cl)cc1Cl)C(=O)NCCCn1ccnc1 (configuration not stated)
-0.5,-4%,22%,-4%,u,x,-4%,x,x,COc1ccc(-c2csc(NC(=O)CCCc3nc4ccccc4c(=O)[nH]3)n2)cc1OC
1.2,-1%,8%,-4%,u,27%,0%,-10%,4%,CCN(CC)CCn1c(C)nc2ccccc21
0.5,1%,40%[activator],-4%,1%,2%,-1%,-3%,-1%,CC(OC(=O)c1ccncc1)C(=O)Nc1cccc([N+](=O)[O-])c1 (configuration not stated)
-0.7,6%,2%,-7%,-15%,19%,15%,-4%,1%,CSc1ccc(/C=N/n2c(C)nc3ccccc3c2=O)cc1
0.1,-4%,30%,-6%,-11%,18%,-2%,-16%,-2%,Cc1nn(Cc2ccc(Cl)cc2Cl)c(C)c1NC(=O)c1sc2ccccc2c1Cl
-0.7,0%,26%,-22%,0%,0%,x,-1%,-6%,CCOC(=O)c1c(-c2ccccc2)oc2ccc(OCc3ccccc3Br)cc12
1.6,8%,60%[activator],-3%,x,-12%,-8%,-9%,-12%,CCOC(=O)c1c(C)oc2c1c1c(c3ccccc32)OCN(Cc2cccnc2)C1
-1.3,-19%,78%[activator],-10%,u,-1%,38%,-10%,-8%,Cc1ccc(S(=O)(=O)N2CCCN(C(=O)c3cc4ccccc4[nH]3)CC2)cc1

# Following part
TRHR ag,ERG Ets-DNA blk,POLI inh,POLK inh,ALOX12 inh,POLB inh,APEX1 inh,Apoferritin bind,BLM helicase inh,compound
x,x,x,-1%[60.1 µM],u,x,-4%,x,-1%,FC(F)(F)c1ccccc1-c1ccc2ncnc(NC3CC3)c2c1
-0.4,14%,42%[activator],-5%,-6%,x,-4%,x,x,Cc1ccc(/C=C/C(=O)OCC(=O)NCc2ccccc2)o1
-0.3,-1%,48%[activator],0%,-6%,x,20%,x,x,COc1ccc(CCNC(=S)N2CCN(S(=O)(=O)c3ccc(F)cc3)CC2)cc1
0.0,-7%&1%,83%&3%[activator],-1%&-17%,-4%&0%,19%,u,7%,0%,O=C1Nc2ccccc2C1=Nc1ccc(-c2nnc3n2CCCCC3)cc1
x,1%,23%,-2%,-5%,x,x,x,x,CC1=NC(C)(C)CC2CCC(O)C12 (configuration not stated)
0.0,6%,34%,9%,-23%,0%,50%[activator],-7%,3%,COc1ccc(O)c(CN2CCCC(N3CCN(c4ccc(F)cc4)CC3)C2)c1 (configuration not stated)
0.7,-3%,u,2%,x,5%,-1%,-6%,2%,CCOCCCNC(=O)/C(C#N)=C/c1cc(Br)c(O)c(Br)c1
0.6,0%,21%,0%,u,10%,x,-18%,-3%,COc1ccc(C2=C(C)C(N3CCC(C(=O)Nc4cc(C)ccc4C)CC3)=NS2(=O)=O)cc1
0.2,-1%,26%,-16%,-1%,-3%,x,733%[activator],-11%,CCc1c(C)c2ccc3c(c2oc1=O)CN(Cc1ccccc1)CO3
0.0,u,16%,5%,-4%,7%,50%,-4%,0%,CC(=O)NCc1ccc(S(=O)(=O)N2CCN(c3ccccn3)CC2)cc1
-0.4,-5%,87%[activator],-5%,6%,u,2%,u,-8%,Cc1ncoc1C(=O)N1CCc2c([nH]c3ccccc23)C1c1ccccc1F (configuration not stated)
-0.2,-4%,6%,-3%,u,19%,61%[activator],-12%,-7%,Cc1ccc(C(C(=O)NCC2CCCO2)N(C(=O)c2snc(C(N)=O)c2N)c2ccc3c(c2)OCCO3)cc1 (configuration not stated)
0.0,-5%,-3%[58.9 µM],-9%,-15%,23%,0%,-19%,2%,Cc1ccc(-c2nnn(CC(=O)N(c3ccc(F)cc3)C(C(=O)NC3CCCC3)c3ccco3)n2)o1 (configuration not stated)
1.0,-6%,24%,-13%,x,16%,-6%,-3%,-2%,COCCC(=O)N1CCC(Oc2ccc(C(=O)NCc3ncc(C)[nH]3)cc2)CC1
-0.1,4%,7%,-4%,-5%,3%,2%,-4%,-1%,COCC(=O)N(Cc1cc2ccc(C)c(C)c2n2nnnc12)C1CCCC1

# (more compounds)
TRHR ag,ERG Ets-DNA blk,POLI inh,POLK inh,ALOX12 inh,POLB inh,APEX1 inh,Apoferritin bind,BLM helicase inh,compound
-0.2,-6%,7%,1%,-17%,4%,1%,-7%,0%,COc1ccc(C(C#N)Nc2ccccc2OC)cc1 (configuration not stated)
1.2,11%,u,-3%,165%[activator],u,6%,2%,-10%,Cc1cc(SCC(=O)NN)c2cc(Br)ccc2n1
-0.6,-4%,91%[activator],-4%,0%,86%,-15%,-1%,-5%,COc1ccc(-c2csc3nc[nH]c(=O)c23)cc1
1.9,2%,1%,-1%,u,u,x,-1%,-25%,Cc1cc(C)c(NC(=O)Cn2c(=O)n(Cc3ccc(C(=O)NCc4ccc5c(c4)OCO5)cc3)c(=O)c3ccccc32)c(C)c1
0.1,-15%,9%,-14%,2%,36%,26%,u,-1%,CCc1nc(SCC(=O)N2CCCCCC2)c2c(=O)n(C)c(=O)n(C)c2n1
-0.9,-5%,3%,2%[60.1 µM],-4%,9%,x,3%,1%,COc1ccc(-c2nn(-c3ccc(C)c(Cl)c3)c3c2cnc2cc(OC)c(OC)cc23)cc1
0.2,-2%,43%[activator],-11%,1%,-8%,1%,-2%,-2%,CC(C)CCNC(=O)CCn1c(=S)oc2ccccc21
1.0,-4%,2%,-4%,u,-20%,-2%,13%,-9%,COc1ccc(C(Nc2ccccn2)c2c(NC(=O)c3ccco3)sc(C)c2C)cc1 (configuration not stated)
-0.7,1%,6%,1%,0%,-2%,-4%,-4%,-4%,CC(C)OC(=O)C1C(=O)CC(C)(O)C(C(=O)OC(C)C)C1c1cccc(O)c1 (configuration not stated)
-0.2,6%,32%[activator],-11%,28%,19%,-1%,-4%,0%,NC(=O)c1cc2cc(Cl)ccc2o/c1=N/NC(=O)c1cccs1
-0.6,7%,130%[activator],-14%,-13%,0%,1%,u,0%,CN(C)S(=O)(=O)c1ccc(NC(=O)CSc2ncnc3ccccc23)cc1
-5.0,-1%,27%,1%,-17%,3%,0%,-4%,0%,CCCCCn1c(=O)c2ccccc2n2c(CCl)nnc12
0.2,-2%,18%,-5%,-13%,3%,x,3%,-2%,CCCOc1ccc(C2c3c(oc4ccccc4c3=O)C(=O)N2c2nc(C)c(C(=O)OCC)s2)cc1 (configuration not stated)
0.5,2%,47%[activator],-4%,-16%,16%,12%,-8%,-1%,CCOc1ccc(NC(=O)c2ccc(N3CC4CC(C3)c3cccc(=O)n3C4)c(NC(=O)CCN3CCOCC3)c2)cc1 (configuration not stated)
-0.4,1%,1%,-11%,48%[activator],14%,-1%,-16%,0%,O=C(Nc1cccc2ccccc12)C12CC3CC(C1)CC(n1cnc([N+](=O)[O-])n1)(C3)C2

# Overlap with the part before: 2 compounds, followed by the next part.
TRHR ag,ERG Ets-DNA blk,POLI inh,POLK inh,ALOX12 inh,POLB inh,APEX1 inh,Apoferritin bind,BLM helicase inh,compound
0.5,2%,47%[activator],-4%,-16%,16%,12%,-8%,-1%,CCOc1ccc(NC(=O)c2ccc(N3CC4CC(C3)c3cccc(=O)n3C4)c(NC(=O)CCN3CCOCC3)c2)cc1 (configuration not stated)
-0.4,1%,1%,-11%,48%[activator],14%,-1%,-16%,0%,O=C(Nc1cccc2ccccc12)C12CC3CC(C1)CC(n1cnc([N+](=O)[O-])n1)(C3)C2
-0.4,-2%,-2%,-8%,-2%,13%,21%,-5%,-3%,C[C@]12C=CC(=O)C=C1CC[C@@H]1C2C(O)C[C@@]2(C)C1CC[C@]2(O)C(=O)COC(=O)CCC(=O)NC(CC(=O)O)C(=O)O (some centres not stated)
0.2,-1%,32%[activator],10%,u,x,12%,x,x,O=C(Nc1ccc(F)c(F)c1)c1ccccc1
-0.5,-12%,6%,0%,5%,37%[activator],16%,-3%,2%,O=C(O)Cc1ccc(NS(=O)(=O)c2ccccc2Br)cc1
0.3,1%,1%,10%,u,-1%,-9%,4%,-5%,Cc1cc([N+](=O)[O-])ccc1NC(=O)CSc1nncn1-c1ccccn1
0.2,-12%,20µM*,u,12%,-1%,u,-5%,-14%,Cc1cc2c(NC(=O)CC(C)(C)CC(=O)O)cccc2nn1
0.5,-3%,2%,-3%,u,8%,-5%,-20%,0%,O=C(COC(=O)c1ccccn1)Nc1ncc(C(F)(F)F)cc1Cl
0.2,0%,44%[activator],u,-13%,56µM*,-10%,31%[activator],-14%,CCOc1ccc(-n2c(O)c(/C=N/Nc3nnc(C)c(=O)[nH]3)c3ccccc3c2=O)cc1
-0.8,-2%,18%,-3%,-1%,19%,18%,-1%,0%,O=C(O)CSc1nnc(COc2ccccc2)n1-c1ccccc1
x,x,x,1%[60.1 µM],-12%,x,0%,x,1%,CC(=O)NCCNc1cc(-c2ccccc2C(F)(F)F)ncn1
